# CSN inh: CSN deneddylation inhibition. Q92905. 360,000 compounds, 0.38% hits. inhibition, % at 12.5 µM. Purified CSN, SCF-Nedd8-OG deneddylation, fluorescence polarization;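 active = pattern-corrected inhibition above about 35%, with an unprinted fluorescence ratio check between 0.5 and 1.5, limit read from the data, passing the limit was not always enough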;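 note: 0% = enzyme with substrate and 100% = substrate without enzyme; some results filed as inactive read as strong as hits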
# Target sequence (Q92905 whole entry, looked up, one chain of several): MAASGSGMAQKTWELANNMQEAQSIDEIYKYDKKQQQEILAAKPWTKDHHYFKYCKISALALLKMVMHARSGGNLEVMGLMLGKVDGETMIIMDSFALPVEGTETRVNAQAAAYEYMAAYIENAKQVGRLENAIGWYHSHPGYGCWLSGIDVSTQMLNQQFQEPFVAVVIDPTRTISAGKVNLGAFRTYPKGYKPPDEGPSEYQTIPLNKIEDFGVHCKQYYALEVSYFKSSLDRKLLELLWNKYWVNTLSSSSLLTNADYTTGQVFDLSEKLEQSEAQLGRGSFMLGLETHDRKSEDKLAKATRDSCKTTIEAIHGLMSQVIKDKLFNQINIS
#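 Schedule: reaction 90 min, room temperature / Assay system: HEK293T-derived human Csn5 enzyme / Input: Csn5 at 0.24 nM final / Measure: inhibition of Csn5 cleavage, % / Control set: substrate-only high control, full reaction low control / Technique: fluorescence polarization of the substrate / Buffer or medium: Tris/NaCl/DTT buffer, pH 7.5 / Reagent: SCFSkp2-Nedd8OG substrate at 10 nM final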
# NadD inh: NadD (S. aureus) enzyme inhibition; purified NadD enzyme, colorimetric absorbance read-out; inhibition, % at 20 µM; 360,000 compounds, 0.78% hits; AID 602399; in the data active = inhibition above about 26%; note: some compounds past the cut are filed as inactive
# PABP1 MLLE inh: inhibitors of microRNA-mediated deadenylation, human PABP1 MLLE binding; inhibition, % at 20 µM; GST-MLLE / FITC-PAM2 fluorescence polarization; 360,000 compounds, 0.36% hits; in the data active = inhibition above about 35%, passing the limit was not always enough;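 note: plate controls were DMSO wells with GST-MLLE for no effect and wells lacking GST-MLLE protein for full effect; some results filed as inactive read as strong as hits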
# Neddyl block: cullin neddylation inhibition; 360,000 compounds, 0.58% hits; calls only at 25 µM; TR-FRET cullin neddylation, biochemical; P61081+Q13564; in the data active = inhibition above about 36%
# Target sequence (P61081 whole entry, looked up): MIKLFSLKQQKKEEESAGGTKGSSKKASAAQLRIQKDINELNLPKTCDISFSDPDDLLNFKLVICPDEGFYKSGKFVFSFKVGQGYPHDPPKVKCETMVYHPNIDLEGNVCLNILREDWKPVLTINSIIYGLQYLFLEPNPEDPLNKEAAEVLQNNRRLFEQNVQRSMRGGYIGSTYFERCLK
# Target sequence (Q13564 whole entry, looked up): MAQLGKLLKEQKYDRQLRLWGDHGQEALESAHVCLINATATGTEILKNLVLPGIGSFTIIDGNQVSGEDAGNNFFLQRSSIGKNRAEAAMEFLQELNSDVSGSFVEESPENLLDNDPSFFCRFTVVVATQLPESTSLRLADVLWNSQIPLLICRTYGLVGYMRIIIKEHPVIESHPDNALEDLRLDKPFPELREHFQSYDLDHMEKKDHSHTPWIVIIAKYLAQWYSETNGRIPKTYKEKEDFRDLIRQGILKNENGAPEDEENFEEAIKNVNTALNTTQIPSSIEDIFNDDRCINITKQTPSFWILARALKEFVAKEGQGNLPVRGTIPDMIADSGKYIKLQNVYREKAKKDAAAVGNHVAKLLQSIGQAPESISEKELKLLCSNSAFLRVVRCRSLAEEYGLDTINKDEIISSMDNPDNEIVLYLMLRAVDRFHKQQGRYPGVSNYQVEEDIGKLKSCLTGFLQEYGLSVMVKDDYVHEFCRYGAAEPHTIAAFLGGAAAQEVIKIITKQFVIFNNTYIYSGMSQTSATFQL
# Rpn11 block: inhibitors of human proteasome Rpn11; human 26S proteasome, Ub4-pepOG fluorescence polarization; 20S core pre-blocked with epoxomicin; O00487; 360,000 compounds, 0.59% hits; calls only at 20 µM;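 active = inhibition at 20 µM, scaled to each plate's controls, above about 33%, limit read from the data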
# FAS TE block: inhibitors of human fatty acid synthase thioesterase domain; P49327; inhibition, % at 15 µM; recombinant FAS-TE, OMFH fluorogenic substrate, fluorescence endpoint; AID 602261; 360,000 compounds, 0.67% hits;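 active = compounds whose normalised, plate-corrected inhibition of enzyme fluorescence in the single-dose primary screen is 50% or more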;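 note: 0% = DMSO with enzyme and 100% = substrate without enzyme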
# MT1-MMP act inh: MT1-MMP (human) activation inhibition | AID 651647 | GFP/RFP ratio change, % at 20 µM | 360,000 compounds, 0.061% hits | P50281 | HT1080 RFP-PRO-GFP cells, GFP/RFP ratio fluorescence, overnight; percent of plate control window, DMSO zero;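 active = GFP/RFP ratio change of at least 30% with cell ATP level not reduced by more than half and red fluorescence within 50% of control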; note: strong numbers were not always called active
#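 Material: RFP-PRO-GFP reporter HT1080 cells. Dosing: single-point 20 µM compound, 1% DMSO. Controls: DMSO and RFP-L50D-GFP cell wells. Timing: cells overnight before dosing, compound overnight, 37 °C, 5% CO2. Measure: GFP/RFP fluorescence ratio.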
# SKN-1 block: blocks SKN-1 activity in C. elegans; inhibition, % at 21.8 µM; C. elegans VP596 Pgst-4::GFP/RFP ratio, acrylamide-induced, 24 h; 360,000 compounds, 0.49% hits; AID 624304;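 active = interference check ratio from 0.5 to 1.5 plus GFP to RFP signal ratio inhibition reaching or exceeding a fixed threshold, cut at about 30% in these data, passing the limit was not always enough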; note: some compounds called inactive have numbers as strong as hits
# Rin1 Abl inh: human Rin1-Abl interaction inhibition; P00519+Q13671; TR-FRET Rin1/Abl binding, biochemical; inhibition, % at 7.35 µM; 360,000 compounds, 0.4% hits; AID 588664; in the data active = inhibition above about 5%, passing the limit was not always enough
# An asterisk follows results filed as active; i = inactive; · = not tested or not shown; + = active, no number; & = joins results of further samples. Not a hit list. About 3.9% of those tested had a hit in this group.
nr	Molecule	CSN inh	NadD inh	PABP1 MLLE inh	Neddyl block	Rpn11 block
1	CN1CCN(c2ccccc2NC(=O)c2ccc(-c3ccc(Br)cc3)o2)CC1	-3	-8	4	i	i
2	CN(CC(=O)Nc1cccc(F)c1)C(=O)CSc1ccc(Br)cc1	5	-6	1	i	i
3	CN[C@H]1CC[C@@H](c2ccc(Cl)c(Cl)c2)c2ccccc21	-2&-3	-3&-2	-5&-11	i	i
4	Cc1noc(NS(=O)(=O)c2ccc(NC(=O)CSc3n[nH]c(-c4ccccc4)n3)cc2)c1C	2	8	-11	i	i
5	O=C(CCc1c[nH]c2ccccc12)NCC1CCCO1 (stereo not given)	4	0	9	i	i
6	COc1ccc(Nc2nc(-c3ccc(OC)cc3)cs2)cc1	13	3	-16	i	i
7	O=C1S/C(=C\c2ccc(N3CCOCC3)o2)C(=O)N1Cc1c(F)cccc1Cl	-29	15	i	i	·
8	CCc1nnc(N/N=C/c2cccs2)n1N	-2	-5	0	i	i
9	COc1ccc(NN=Nc2nc3c([nH]2)c(=O)n(C)c(=O)n3C)cc1	2	-3	21	i	i
10	C/C(=N\NC(=O)c1ccc(Cl)cc1)c1ccc2[nH]ccc2c1	0	-1	-13	i	i
11	COCCCNC(=O)CSc1nc2ccccc2c(=O)n1CCCN1CCCCC1	-1	2	4	i	i
12	O=C(CSc1nc(-c2ccccc2)cc(C(F)(F)F)n1)NCCN1CCOCC1	-7	-6	-1	i	i
13	COc1ccc(Cl)cc1NC(=O)CCS(=O)(=O)c1ccc(Br)cc1	22	-9	12	i	+
14	O=C1CC(=O)Nc2cc(S(=O)(=O)NCc3cccs3)ccc2N1	4	-2	3	i	i
15	O=C(OCC(=O)N1CCCC1)c1ccccc1O	-1	1	6	i	i

nr	FAS TE block	MT1-MMP act inh	SKN-1 block	Rin1 Abl inh
1	20	-6	-3	-3
2	9	9	-2	3
3	5&6	-9&-7	7&13	4&-1
4	-10	7	-6	3
5	-2	-3	11	0
6	1	1	7	3
7	-26	-132	4	1
8	-14	4	-12	-3
9	-11	-6	-4	-2
10	-3	-3	6	0
11	-7	-1	-4	0
12	-15	3	-7	2
13	21	4	33	-2
14	-1	1	-4	3
15	-7	5	18	-2

# Next entries:
nr	Molecule	CSN inh	NadD inh	PABP1 MLLE inh	Neddyl block	Rpn11 block
16	O=S(=O)(Nc1ccc(Br)cc1)c1cccc2nonc12	3	-8	-10	i	i
17	N#C/C(=C(/O)c1cccs1)c1nnc2n1CCCCC2	0	-2	7	i	i
18	CCOC(=O)c1c(C)oc2c(CN3CCN(C)CC3)c(Br)c(OC)c(O)c12	0	-12	9	i	i
19	O=C(NCC1CCCO1)c1ccc([N+](=O)[O-])o1 (stereo not given)	1	1	-11	i	i
20	COc1ccc(NC(=O)c2cc3cc(OC)ccc3oc2=N)cc1	-3	-2	-111	i	i
21	O=C(Cn1cnc2c(nnn2Cc2ccc(F)cc2)c1=O)NCc1ccccc1	-5	-3	-9	i	i
22	O=C1CCC(C(=O)N(Cc2ccco2)C2(C(=O)NC3CCCC3)CCCCC2)N1 (stereo not given)	-3	-3	-12	i	i
23	Cc1[nH]c(=O)[nH]c(=O)c1NC(=O)c1ccc(OC(C)C)cc1	4	0	5	i	i
24	Cc1c2cccn2cc[n+]1C	4	7	-130	·	i
25	COc1ccc(CCn2c(=N)c(C(=O)NC3CCCC3)cc3c(=O)n4ccccc4nc32)cc1OC	13	-1	-59	i	+
26	CCCCOc1ccc(-c2nc(/C=N/c3nccs3)c(O)o2)cc1	-19	3	-12	i	i
27	O=C(Nc1nnc(S(=O)(=O)N2CCCCCC2)s1)c1ccccc1Br	-1	-2	1	i	i
28	CCC(C)(C)NC(=O)/C=C/c1ccc(OC)c(S(=O)(=O)N2CCOCC2)c1	3	0	-41	i	i
29	O=C(O)COc1ccccc1/C=N/NC(=O)c1cc2ccccc2cc1O	1	-1	12	i	i
30	CSCC[C@H](NC(=O)CC(C)(C)C)c1nc2ccccc2[nH]1	-1	1	0	i	i

nr	FAS TE block	MT1-MMP act inh	SKN-1 block	Rin1 Abl inh
16	-2	0	-1	3
17	-10	0	-7	-1
18	-1	-5	0	-3
19	-5	6	9	3
20	-2	1	-8	4
21	0	2	7	-1
22	-10	-1	-6	0
23	-2	4	-5	-1
24	-10	1	-16	-3
25	-12	-12	7	-4
26	-4	2	18	-3
27	-3	5	9	-3
28	-6	0	8	-4
29	-6	5	-3	-3
30	-3	-6	-3	2

# A few values from the entries so far.
# In CSN inh, CCOC(=O)c1c(C)oc2c(CN3CCN(C)CC3)c(Br)c(OC)c(O)c12 is entered as 0
# In FAS TE block, CCC(C)(C)NC(=O)/C=C/c1ccc(OC)c(S(=O)(=O)N2CCOCC2)c1 is entered as -6
# In CSN inh, CN[C@H]1CC[C@@H](c2ccc(Cl)c(Cl)c2)c2ccccc21 is entered as -2&-3
# In MT1-MMP act inh, O=C(CCc1c[nH]c2ccccc12)NCC1CCCO1 (stereo not given) is entered as -3
# In MT1-MMP act inh, CN1CCN(c2ccccc2NC(=O)c2ccc(-c3ccc(Br)cc3)o2)CC1 is entered as -6
# In Rin1 Abl inh, COc1ccc(NC(=O)c2cc3cc(OC)ccc3oc2=N)cc1 is entered as 4
# In PABP1 MLLE inh, O=C(O)COc1ccccc1/C=N/NC(=O)c1cc2ccccc2cc1O is entered as 12

# Following part
nr	Molecule	CSN inh	NadD inh	PABP1 MLLE inh	Neddyl block	Rpn11 block
31	Cc1cc(C)cc(OCC(=O)OCC(=O)NCc2ccco2)c1	0	-3	-11	i	i
32	CCOC(=O)c1[nH]ncc1CN1CCCC(C(=O)c2cccc(OC(C)C)c2)C1 (stereo not given)	1	-6	9	i	i
33	COC(=O)[C@@H](NC(=O)NCc1ccco1)C(C)C	1	-1	10	i	i
34	O=C(COC(=O)c1ccccn1)Nc1ccccc1OC(F)F	4	-10	11	i	i
35	CNC(=S)N(CCc1c(C)[nH]c2ccc(OC)cc12)Cc1cc(OC)c(OC)c(OC)c1	4	6	-126	i	i
36	COc1ccc(OC)c(NC(=O)C2CCN(S(=O)(=O)c3ccc4c(c3)CC(C)N4C(C)=O)CC2)c1 (stereo not given)	0	1	-14	i	i
37	COC(=O)C1CCN(C(=O)c2cc3ccccc3oc2=O)CC1	-8	-5	1	i	i
38	C#CCN1C(=O)C(O)(CC(=O)c2cc(OC)ccc2OC)c2ccccc21 (stereo not given)	2	-5	2	i	i
39	Cc1ccc(C(=O)NC(NC(=S)Nc2ccc(S(N)(=O)=O)cc2)C(Cl)(Cl)Cl)cc1 (stereo not given)	3	9	27	i	i
40	CC1=NN(c2ccccc2)C(=O)C1/C=C1/NC(=S)NC1=O (stereo not given)	0	2	0	i	i
41	CCCCn1c2c(c(=N)c3ccccc31)CCC2	2	4	-70	i	i
42	Cc1cccc(NC(=O)C2CCCN(c3cnccn3)C2)c1 (stereo not given)	-1	-1	16	i	i
43	CCOC(=O)c1nnn(-c2ccccc2C#N)c1C	4	0	0	i	i
44	Nc1nc(SCC(=O)NCC2CCCO2)n[nH]1 (stereo not given)	5	2	-7	i	i
45	Cn1c(=O)c(C(=O)NCc2ccccc2Cl)c(O)c2ccccc21	2	-7	0	i	i

nr	FAS TE block	MT1-MMP act inh	SKN-1 block	Rin1 Abl inh
31	-8	-1	3	-6
32	-5	-1	-1	-1
33	-11	-4	-7	-3
34	-6	-2	5	2
35	2	1	7	-2
36	3	0	19	0
37	-5	0	8	5
38	3	3	-16	5
39	24	2	6	0
40	-7	5	-14	1
41	-6	1	-1	2
42	-7	-1	19	3
43	-6	4	-3	-1
44	-11	-1	-8	3
45	1	-1	15	-3

# Remaining list, next part:
nr	Molecule	CSN inh	NadD inh	PABP1 MLLE inh	Neddyl block	Rpn11 block
46	Cn1c(SCC(=O)Nc2ccc3c(c2)CCC3)nnc1C1CC1	-2	8	-8	i	i
47	CCOc1ccc(C(=O)CC(C(=O)O)N2CCN(Cc3ccccc3)CC2)cc1 (stereo not given)	-3	-1	23	i	i
48	COc1ccc(NC(=O)Cc2ccc(Cl)c(Cl)c2)cn1	0	-3	-5	i	i
49	CCOC(=O)c1sc2nc(C)nc(SCC(=O)N(C)C3CCS(=O)(=O)C3)c2c1C (stereo not given)	10	1	-16	i	i
50	COc1ccc(N(CC(=O)NCCC2=CCCCC2)S(C)(=O)=O)cc1OC	1	1	-6	i	i
51	Cn1c(CN2CCCC2)nc2cc(NC(=O)COc3ccc([N+](=O)[O-])cc3)ccc21	0	6	-4	i	i
52	Cc1cc(NC(=O)CCN2C(=O)C3C4C=CC(C4)C3C2=O)c2ccccc2n1 (stereo not given)	-4	4	-7	i	i
53	Cc1cc(N2CCCCC2)nc2c(C)cccc12	-5	-6	-12	i	i
54	Cc1ccc(CC(=O)NCCCc2ccccc2)cc1	0	-2	-4	i	i
55	O=C(NCc1ccccc1)c1cnc(Cc2c[nH]c3ccccc23)c(I)c1	14	17	-54	i	i
56	COC(CNC(=O)C(=O)NCC1OCCN1S(=O)(=O)c1ccccc1)OC (stereo not given)	-2	-1	-10	i	i
57	COc1ccc(NC(=O)C2CCN(C(=O)[C@@H]3Cc4ccccc4CN3)CC2)cc1	-2	0	10	i	i
58	Oc1ccc(C2=Nn3c(nnc3-c3ccco3)SC2)cc1O	38*	-4	-6	i	i
59	CC(=O)Oc1ccc(C(=O)NC(C)CCc2ccccc2)cc1 (stereo not given)	4	-3	-2	i	i
60	CCC(=O)N/C(=N/c1nc(C)cc(C)n1)Nc1cccc(OC)c1	-2	-3	-9	i	i

nr	FAS TE block	MT1-MMP act inh	SKN-1 block	Rin1 Abl inh
46	-8	-3	-4	0
47	-12	-5	4	2
48	-4	0	-1	1
49	-30	2	12	4
50	-3	2	22	1
51	0	-3	-12	-3
52	-2	0	9	-4
53	15	-2	15	1
54	-12	3	-1	0
55	7	3	-3	-3
56	-4	-2	8	1
57	-3	2	2	-4
58	-4	4	-13	5.9*
59	-4	-2	10	1
60	-8	5	3	-4

# (continued)
nr	Molecule	CSN inh	NadD inh	PABP1 MLLE inh	Neddyl block	Rpn11 block
61	O=C(COc1cc(F)ccc1[N+](=O)[O-])Nc1cc(S(=O)(=O)N2CCCC2)ccc1Cl	0	10	-10	i	i
62	O=C1c2cccc3cc(Br)cc(c23)C(=O)N1Nc1ccc(Br)cc1	-10	10	4	i	i
63	Cc1nc(SCc2ccccc2)c2oc3ccccc3c2n1	0	-8	-2	i	i
64	CC1(c2nnc(-c3ccc(F)cc3)o2)CC(c2cccc(Cl)c2)=NO1 (stereo not given)	0	-3	11	i	i

nr	FAS TE block	MT1-MMP act inh	SKN-1 block	Rin1 Abl inh
61	20	4	-12	-3
62	-4	4	0	-4
63	18	-3	5	-2
64	28	3	2	-1

# 3 entries from above, ordered by their value in PABP1 MLLE inh, falling.
nr | mol | PABP1 MLLE inh
64 | CC1(c2nnc(-c3ccc(F)cc3)o2)CC(c2cccc(Cl)c2)=NO1 (stereo not given) | 11
62 | O=C1c2cccc3cc(Br)cc(c23)C(=O)N1Nc1ccc(Br)cc1 | 4
61 | O=C(COc1cc(F)ccc1[N+](=O)[O-])Nc1cc(S(=O)(=O)N2CCCC2)ccc1Cl | -10
